Bioassay records (PubChem)
LMPTP block: blocks human LMPTP phosphatase. AID 651560. 360,000 tested, 0.22% active. recombinant LMPTP-A, OMFP fluorogenic substrate, fluorescence intensity. P24666. inhibition, % at 20 µM;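 active means compounds that cut the enzyme signal by at least half of the control window in the single-dose screen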;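 further: plate controls were DMSO wells with enzyme plus substrate for no effect and substrate without enzyme for full effect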
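Test system – LMPTP-A enzyme · Amount – LMPTP-A at 0.625 nM final in the reaction · Buffer or medium – Bis-Tris pH 6.0, DTT, detergent · Reagent – OMFP 400 µM · Doses – single 20 µM dose · Schedule – reaction 50 min, room temperature, dark · Detection – fluorescence intensity of OMFP turnover product · Evaluation – percent inhibition versus substrate-only and uninhibited controls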
SUMO1-SIM PPI: alters human SUMO1 binding to SIM partners; P63165; SUMO1 binding to a labelled peptide, TR-FRET, 1 h; inhibition, % at 20 µM; 360,000 tested, 0.33% active; in the data active means inhibition above about 37%
NadD block: NadD (S. aureus) enzyme inhibition; AID 602399; 360,000 tested, 0.78% active; purified NadD enzyme, colorimetric absorbance read-out; inhibition, % at 20 µM; in the data active means inhibition above about 26%; further: some compounds past the cut are filed as inactive
STEP inh: inhibitors of human striatal-enriched phosphatase STEP; 360,000 tested, 0.25% active; AID 588621; P54829; inhibition, % at 20 µM; recombinant STEP, OMFP fluorogenic substrate, fluorescence;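 active means inhibition at 20 µM, scaled per plate between control wells, above about 37%, limit read from the data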;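 further: 0% = DMSO with enzyme and substrate and 100% = substrate only without enzyme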
Target sequence (P54829 whole entry, looked up): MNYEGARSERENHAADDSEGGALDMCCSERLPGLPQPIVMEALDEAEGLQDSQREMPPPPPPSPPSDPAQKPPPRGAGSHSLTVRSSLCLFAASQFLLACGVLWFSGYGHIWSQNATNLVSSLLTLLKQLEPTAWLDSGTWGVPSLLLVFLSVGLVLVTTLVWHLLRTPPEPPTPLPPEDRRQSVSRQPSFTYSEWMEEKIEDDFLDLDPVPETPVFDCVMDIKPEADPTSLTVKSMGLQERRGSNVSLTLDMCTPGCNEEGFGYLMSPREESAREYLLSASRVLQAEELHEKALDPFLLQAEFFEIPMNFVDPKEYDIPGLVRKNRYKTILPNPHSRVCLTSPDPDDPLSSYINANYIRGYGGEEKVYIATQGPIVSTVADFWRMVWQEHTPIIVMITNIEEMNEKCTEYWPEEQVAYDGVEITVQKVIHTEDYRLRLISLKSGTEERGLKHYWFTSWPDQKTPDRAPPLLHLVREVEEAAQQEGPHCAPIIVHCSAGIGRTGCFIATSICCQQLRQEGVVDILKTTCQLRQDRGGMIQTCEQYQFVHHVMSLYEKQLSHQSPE
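System: isolated STEP enzyme; schedule: 20 min enzyme reaction at room temperature, protected from light; medium: Bis-Tris buffer pH 6.0, 2.5 mM DTT, 0.005% Tween 20; signal: fluorescence, 480/540 nm; dosing: single compound dose of 20 µM, 1% DMSO final; also added: OMFP substrate, 25 µM final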
Rpn11 block: inhibitors of human proteasome Rpn11 | O00487 | human 26S proteasome, Ub4-pepOG fluorescence polarization; 20S core pre-blocked with epoxomicin | calls only at 20 µM | 360,000 tested, 0.59% active | AID 588493;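 active means inhibition at 20 µM, scaled to each plate's controls, above about 33%, limit read from the data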
Tb MetRS inh: blocks T. brucei methionyl-tRNA synthetase activity | AID 624268 | inhibition, % at 11.9 µM | 360,000 tested, 0.4% active | purified T. brucei MetRS, ATP depletion, Kinase-Glo luminescence;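 active means inhibition above a per-plate cutoff of the control wells' mean inhibition plus 3 SD, cut at about 5.5% in these data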;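 further: 0% = DMSO wells median and 100% = median of wells with control inhibitor compound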
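Dosing: 11.9 µM single point; system: parasite MetRS enzyme; technique: luminescence of leftover ATP; times: 15 min enzyme-compound preincubation, 2 h reaction, 10 min detection, 25 °C; replicates: each compound tested once; read-out basis: percent inhibition relative to median high and low control wells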
CSN inh: CSN deneddylation inhibition. inhibition, % at 12.5 µM. Q92905. 360,000 tested, 0.38% active. Purified CSN, SCF-Nedd8-OG deneddylation, fluorescence polarization. AID 651999;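 active means pattern-corrected inhibition above about 35%, with an unprinted fluorescence ratio check between 0.5 and 1.5, limit read from the data, passing the limit was not always enough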;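 further: 0% = enzyme with substrate and 100% = substrate without enzyme; some results filed as inactive read as strong as hits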
Target sequence (Q92905 whole entry, looked up, one chain of several): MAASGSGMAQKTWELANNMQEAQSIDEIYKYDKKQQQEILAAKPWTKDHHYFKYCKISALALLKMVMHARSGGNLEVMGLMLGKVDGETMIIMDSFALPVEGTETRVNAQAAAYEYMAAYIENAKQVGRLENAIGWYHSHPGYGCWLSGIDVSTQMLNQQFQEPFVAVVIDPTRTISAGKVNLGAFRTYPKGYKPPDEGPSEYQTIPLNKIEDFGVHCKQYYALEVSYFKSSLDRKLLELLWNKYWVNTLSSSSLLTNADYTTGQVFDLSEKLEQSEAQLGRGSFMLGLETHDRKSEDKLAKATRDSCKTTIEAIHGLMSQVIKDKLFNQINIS
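Material: purified human Csn5 enzyme expressed in HEK293T cells / Medium: Tris buffer pH 7.5, NaCl, DTT, Tween-20, trehalose, ovalbumin / Compound dosing: 12.5 µM single point / Schedule: 90 min incubation of compound, enzyme and substrate at room temperature / Signal: fluorescence polarization of the substrate / Control set: no-enzyme wells high, enzyme-with-substrate wells low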
MsrA inh: inhibitors of bovine MsrA; purified bovine MsrA, absorbance read-out; 360,000 tested, 0.75% active; inhibition, % at 15.5 µM; in the data active means inhibition above about 4.5%;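 further: 0% = vehicle wells with enzyme and 100% = reference inhibitor wells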
Scp-1 inhibitor: inhibitors of human Scp-1 phosphatase | inhibition, % at 20 µM | Q9GZU7 | Recombinant Scp1, phosphopeptide, malachite green phosphate absorbance | 340,000 tested, 0.88% active;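 active means inhibition above about 50% at 20 µM, limit read from the data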;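 further: plate controls were DMSO wells with enzyme for no effect and wells lacking enzyme for full effect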
Target sequence (Q9GZU7 76-261 limits assumed): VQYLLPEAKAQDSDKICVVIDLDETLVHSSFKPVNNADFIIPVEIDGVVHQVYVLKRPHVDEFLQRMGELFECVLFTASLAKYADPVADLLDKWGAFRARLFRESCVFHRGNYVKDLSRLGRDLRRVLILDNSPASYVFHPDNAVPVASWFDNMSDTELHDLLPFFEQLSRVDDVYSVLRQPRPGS
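Material – SCP-1 phosphatase catalytic domain, residues 76-261 · Buffer or medium – Acidic Tris acetate buffer with magnesium and detergent · Also added – Phospho 17-mer peptide substrate · Compound – single 20 µM dose, 1% DMSO · Times – 45 min room-temperature reaction, 5 min colour, 30 min stabiliser · Technique – Phosphate-binding colour reagent, absorbance read at 630 nm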
DNMT1 block: inhibitors of human DNMT1 | DNMT1 molecular beacon, Hinp1I cleavage, fluorescence | inhibition (reported as % activation of signal), % at 10 µM | 360,000 tested, 0.83% active | AID 588458; in the data active means inhibition above about 50%
An asterisk follows results filed as active; i = inactive; · = no result given; + = active, no number.

Every second line gives: LMPTP block, SUMO1-SIM PPI, NadD block, STEP inh, Rpn11 block, Tb MetRS inh, CSN inh, MsrA inh, Scp-1 inhibitor, DNMT1 block
- CCCc1cc(=O)oc2cc(OC(C)C(=O)NC3CC(C)(C)NC(C)(C)C3)ccc12 (stereo not drawn)
  -2.2, -6.2, 0.0, -1.4, i, -0.5, 0.7, 1.1, -9.1, 0.1
- C[C@H]1COC(=O)[C@H](CC(=O)OC(C)(C)C)C/C=C\C[C@@H](CC(=O)N(CCO)Cc2ccccc2)C(=O)N1
  4.0, 4.6, -1.9, 3.4, i, -0.2, -0.1, 0.2, -1.9, 0.9
- CCOC(=O)CNC(=O)CCc1nnc2ccc(N3CCC(C)CC3)nn12
  -0.8, -1.3, 3.3, 2.4, i, -0.5, 1.9, -0.1, -4.2, 1.3
- COc1ccc(C(=O)NCc2nnc(SCC(=O)N3CCOCC3)o2)cc1OC
  -1.1, 2.2, 2.5, -1.2, i, -0.8, 2.9, 0.1, 1.2, 0.3
- COc1ccc(OCc2cc(C(=O)NCCN3CCCc4ccccc43)no2)c(Cl)c1
  4.0, -4.8, -2.7, 4.8, i, 0.4, 4.8, -1.1, -6.0, -5.1
- Cc1cccc(N2C(=O)C3C4CC(C(Br)C4Br)C3C2=O)n1 (stereo not drawn)
  -1.4, -0.3, 6.0, -2.3, i, -0.3, 4.9, 0.9, 4.6, 2.6
- CCOC(=O)C1CCCN(C(=O)CNC(=O)c2ccc(Br)o2)C1 (stereo not drawn)
  -0.7, 0.3, -3.6, -2.1, i, -0.4, 2.7, 0.3, 1.5, 5.1
- CN(C)/N=C/C=C1\CCC/C(=C/c2cccs2)C1=O
  5.7, -47.8, -3.3, 2.2, +, -0.5, 15.2, 1.2, -1.7, -0.2
- N/C(=N\OC(=O)/C=C/c1ccc(Br)cc1)c1ccccn1
  -0.3, -10.3, -1.8, 1.4, i, -0.1, -0.9, -0.1, -2.6, -0.4
- CC1CC(C)(C)NCc2ccccc21 (stereo not drawn)
  -3.2, -1.0, 4.1, -1.6, i, -1.0, -0.8, -1.0, -3.2, 0.5
- O=C1CC(C(=O)N2CCN(Cc3ccccc3)CC2)CN1Cc1ccccc1 (stereo not drawn)
  -7.1, 1.7, -1.0, -2.4, i, -0.3, -2.0, 0.6, -4.0, 1.5
- CC(C)C1C(=O)N(Cc2cn(CCC3OCCO3)nn2)CCS(=O)(=O)N1Cc1ccc(-c2ccc(Cl)c(Cl)c2)cc1 (stereo not drawn)
  3.9, 3.2, -7.3, 0.1, i, -1.4, -0.5, -0.1, ·, -29.7
- CCCOCC(O)CC(CC)C(=O)NNC(=S)Nc1ccccc1 (stereo not drawn)
  0.4, 0.2, 2.5, -0.6, i, -0.7, -3.5, 2.3, 0.4, -0.2
- OCCc1ccc(O)cc1
  -1.7, 4.4, 2.8, -3.6, i, -0.4, -1.8, -0.7, -6.3, 4.2
- NC(=O)COC(=O)c1ccc(Oc2ccccc2)cc1
  -0.1, -4.0, 2.0, -2.4, i, 0.1, 2.3, 0.2, -13.4, 2.8
- CCOC(=O)c1cc(CC)sc1NC(=O)C(c1ccccc1)c1ccccc1
  2.1, -3.9, -3.4, 2.4, i, -0.3, 2.2, -1.7, -6.2, 4.5
- Cc1cc(C)c(C)c(C(=O)C(=O)c2ccccc2)c1
  -1.4, 1.5, 0.6, -2.1, i, -0.3, 0.9, -0.6, 2.2, -5.5
- C[C@@H](NC(=O)c1[nH]cnc1C(=O)Nc1ccc(Cl)cc1)c1ccccc1
  1.4, 18.5, 3.9, -4.2, i, -0.5, 0.6, 0.7, 12.2, -3.8
- COc1ccc(/C(N)=N/OC(=O)C2CCC(=O)N2S(=O)(=O)c2ccc(C)cc2)cc1 (stereo not drawn)
  -0.2, -0.1, -9.1, -0.4, i, -0.7, -1.5, 0.4, -1.8, -3.1
- CCOc1cccc(CN2CCC(Oc3ccc(C(=O)N4CCCC4)cc3)CC2)c1O
  1.5, 0.2, 0.7, 0.0, i, -0.1, -0.8, -0.7, ·, 1.2
- CCOC(=O)/C(N=Nc1ccc(F)cc1)=C(/O)c1ccc([N+](=O)[O-])cc1
  -0.7, -7.9, -4.1, 1.6, i, -0.3, 2.6, -0.7, 6.3, 2.6
- C=CCOc1ccc(S(C)(=O)=O)cc1
  -1.5, 14.9, -0.7, 0.2, i, 0.5, -0.8, -0.4, -1.8, 1.4
- CCN=C1S/C(=C\c2cc(OCC)c(O)cc2Br)C(=O)N1CC
  1.1, -3.4, -1.1, -0.9, i, -0.6, -1.7, 1.4, -2.7, -2.0
- COc1ccc(C2CC(c3ccc(Br)cc3)=NN2C(=O)c2cccnc2)cc1 (stereo not drawn)
  2.4, -5.9, 5.5, -0.5, i, -0.3, 1.1, -0.9, -20.5, -9.3
- COc1cccc(-c2nnc(NC(=O)c3ccc(S(=O)(=O)N4CCOCC4)cc3)o2)c1
  1.1, 9.6, 18.5, 3.3, i, -0.3, 2.1, ·, -12.6, -0.8
- CC(C)c1ccc(OCC(=O)Nc2ccccc2C(=O)N2CCOCC2)cc1
  -0.3, -3.8, -1.4, 2.1, i, -0.3, 2.9, 1.9, 0.0, 1.3
- Nc1[nH]c(=S)[nH]c(=O)c1-c1ccccc1
  -2.6, -3.0, -1.3, -2.2, i, -0.3, -1.8, 3.1, -4.8, -1.3
- CN(C(=O)c1ccc(NC(=O)Cc2ccc(NC(=O)C3CCN(C(=O)C4CC4)CC3)cc2)cc1)C1CCCC1
  -0.8, 3.0, 2.3, -0.5, i, -2.4, -4.7, -0.9, 9.5, 2.2
- COc1cc(NC(=O)OCc2ccccc2)c2ncccc2c1
  1.0, -2.6, -1.0, 0.3, i, -0.3, 0.9, 0.8, 3.3, -3.7
- Nc1cccc(-c2nc3ncccc3o2)c1
  -0.6, -0.7, 9.0, -0.8, i, 0.0, -2.9, 1.5, 0.5, 1.0
- COc1ccccc1S(=O)(=O)Nc1cc(C)nn1-c1ccc(C)cc1
  0.2, -3.2, 0.4, -0.1, i, -0.7, 0.4, 0.6, -9.6, -7.5
- Cc1ccccc1N1C(=O)N(c2cccc(C(F)(F)F)c2)C2CS(=O)(=O)CC21 (stereo not drawn)
  -0.3, -2.8, -4.7, -0.4, i, -0.5, 0.3, -1.4, -10.0, 1.4
- N/C(=N\O)c1ccc(Cl)cc1Cl
  -0.7, 1.9, 3.6, -1.8, i, -0.2, 1.5, -0.6, 0.6, 3.4
- Cc1oc(-c2ccccc2F)nc1CS(=O)(=O)CC(=O)N1CCOCC1
  -0.7, 1.1, -2.4, 1.9, i, -0.7, -1.7, -0.9, 4.2, -0.6
- CCCCCN(C(=O)CCC(=O)OCCOc1ccc(OCC)cc1)c1c(N)n(CCCC)c(=O)[nH]c1=O
  0.3, -5.8, -2.9, 3.5, i, -0.4, -3.2, -1.0, -4.0, 1.3
- COc1ccccc1NC(=O)N(C)C[C@@H]1OCc2cnnn2CCCC(=O)N([C@@H](C)CO)C[C@@H]1C
  -1.1, 6.5, -1.0, -2.6, i, 0.0, -2.6, -1.8, ·, 6.7
- Cc1ccc(C=Nc2ccc(N(C)C)cc2)o1
  7.6, -8.5, 1.1, 0.3, i, 0.9, -1.2, 0.2, -8.4, -23.5
- Cc1ccc(NC(=O)c2cc(N3C(=O)C=CC3=O)ccc2N2CCOCC2)cc1Cl
  -0.7, 0.5, 1.8, -1.6, i, -0.4, -9.2, 0.7, 4.0, -14.1
- Cn1c(=O)cc(Nc2ccccc2)[nH]c1=O
  -1.2, 0.8, -7.8, -4.5, i, 0.4, -4.0, -1.3, -6.0, -0.1
- COC(=O)C1OC(OC2CC[C@]3(C)C(CC[C@@]4(C)[C@@H]3CC=C3[C@@H]5CC(C)(C)CC[C@]5(C(=O)OC5OC(CO)C(O)C(O)C5O)CC[C@]34C)C2(C)C)C(O)C(O)C1O[C@H]1OCC(O)C(O)C1O (stereo partly drawn)
  -2.4, 6.5, -10.2, -0.6, i, 0.4, 0.4, ·, -1.9, -31.6
- O=C(CCSc1ccccc1)NCCN1CCOCC1
  -1.7, -0.8, -2.1, 14.2, i, -0.5, 2.1, -0.7, -6.1, -1.0
- Cc1ccc(S(=O)(=O)N2CCC(C(=O)OCC(=O)NCc3cccc(Cl)c3)CC2)cc1C
  3.3, -1.1, -0.1, 4.8, i, 0.0, -5.2, -0.7, -10.2, -10.2
- CCOc1ccc(N(CC(=O)NC(C)(C)C)S(=O)(=O)c2c(C)noc2C)cc1
  -0.1, 0.4, -3.8, 1.9, i, 0.0, -1.5, -0.8, -3.1, 4.0
- CCC(NC(=O)c1ccccc1Br)c1ccccc1 (stereo not drawn)
  -0.5, 1.8, 2.6, -4.5, i, -1.2, 1.8, 1.2, -1.3, 4.7
- CCc1ccc(C2CC3C(CN2S(=O)(=O)c2ccc(C)cc2)[C@@H](O)C[C@@H](c2ccc(CC)cc2)N3S(=O)(=O)c2ccc(C)cc2)cc1 (stereo partly drawn)
  2.5, 2.1, ·, ·, ·, -0.3, 4.7, -0.9, ·, ·
- O=C(N/N=C\c1ccc(F)cc1)c1cc(OCC(F)(F)F)ccc1OCC(F)(F)F
  0.1, -1.1, -7.2, 1.9, i, -1.2, 0.8, 0.1, -5.8, -5.6
- COc1ccccc1C(C)NC(=O)CCNC(=O)c1ccc(Cl)cc1 (stereo not drawn)
  -0.5, 6.8, -2.0, -0.7, i, -0.2, -0.6, 0.7, 16.7, 0.8
- CCOC(=O)C1(CCCc2ccccc2)CCN(C(=O)CCCn2cncn2)CC1
  0.1, 6.1, 3.2, -0.9, i, -1.3, 1.1, -0.1, 0.6, 21.4
- O=C(Nc1ccc(F)cc1)N1CCN2C(=O)c3ccccc3C12c1ccccc1 (stereo not drawn)
  0.8, -0.5, -4.3, -2.6, i, 0.4, 3.9, ·, 3.6, -2.2
- CCOC(=O)C1=CC[C@@H](c2ccccc2)N(S(=O)(=O)c2ccc(C)cc2)[C@H]1C
  2.0, 7.1, -7.0, 5.3, i, -1.0, -3.8, 0.6, ·, 3.0
- C=C(C)CSc1[nH]c(=O)cc(C)c1C#N
  1.2, 1.4, 1.0, -0.6, i, -0.5, 0.9, 1.3, 1.4, -1.5
- Cc1cc(C)c(NC(=O)CSc2nc3ccc(N4C(=O)c5ccccc5C4=O)cc3s2)c(C)c1
  2.2, -1.0, -2.6, 1.1, i, 0.3, -6.1, 1.4, -12.5, 1.9
- CC1(C)CC(=O)C2=C(C1)Nc1ccccc1N(C(=O)C1CC1)C2c1ccco1 (stereo not drawn)
  -0.4, -1.2, 3.4, 0.3, i, -1.2, 0.8, 3.7, 8.1, 8.0
